From PubChem BioAssay
GalR3 antag: GalR3 antagonists in HEK293 cells, primary screen, cell-based, fluorescence readout. HEK293 GalR3-CNG cAMP membrane potential fluorescence; galR3 body fused to GalR1 C-terminus. AID 651719, 2012. inhibition, % at 3 µM. actives 0.44% (n = 360,000). Galanin receptor type 3 (Homo sapiens), O60755;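 active means inhibition above the screen-wide average plus 3 SD, cut at about 13% in these data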;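 further: forskolin and galanin both at EC90 stimulate the cells; cAMP rise reported by CNG channel membrane potential dye signal; 0% = forskolin plus galanin with DMSO and 100% = forskolin alone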
Target sequence (O60755 1-299 limits assumed): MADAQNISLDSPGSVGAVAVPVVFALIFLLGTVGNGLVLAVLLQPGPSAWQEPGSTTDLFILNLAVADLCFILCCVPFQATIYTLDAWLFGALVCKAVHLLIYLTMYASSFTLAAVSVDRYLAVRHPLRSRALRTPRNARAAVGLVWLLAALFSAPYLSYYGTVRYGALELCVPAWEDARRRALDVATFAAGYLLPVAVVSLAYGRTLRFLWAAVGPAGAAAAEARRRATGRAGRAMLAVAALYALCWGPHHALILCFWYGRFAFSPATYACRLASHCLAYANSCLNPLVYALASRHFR
CRFBP-R2 block: antagonists of CRF-BP/CRF-R2 complex, primary screen, cell-based, HEK293, calcium dye fluorescence, uHTS. actives 0.59% (n = 350,000). inhibition, % at 11.8 µM. CRF-induced calcium fluorescence. AID 588475, 2011;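 active means inhibition of the ligand-induced calcium signal above about 50% at the single tested concentration, limit read from the data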
SUMO HTRF inh: inhibitors of in vitro SUMOylation cascade, primary screen, biochemical, HTRF, uHTS. inhibition, % at 35 µM. actives 0.36% (n = 290,000). SUMO-conjugating enzyme UBC9 (Homo sapiens), P63279. HTRF SUMOylation assay, SAE1/SAE2 + UBC9; in the data active means inhibition above about 50%, passing the limit was not always enough; inconclusive means no clear call, values can overlap the other calls; further: strong numbers were not always called active
Target sequence (P63279 whole entry, looked up): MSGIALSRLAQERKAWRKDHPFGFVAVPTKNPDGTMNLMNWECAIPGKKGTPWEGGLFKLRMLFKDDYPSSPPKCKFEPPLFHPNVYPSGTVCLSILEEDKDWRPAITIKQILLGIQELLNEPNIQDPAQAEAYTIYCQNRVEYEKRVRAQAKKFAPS
NS3 helicase inh: inhibitors of HCV NS3 helicase, primary screen, biochemical, Cy5 molecular beacon fluorescence; Hepatitis C virus NS3 helicase; NS3 helicase DNA unwinding; inhibition, % at 10.9 µM; actives 0.56% (n = 290,000); AID 1800, 2009;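 active means inhibition above the mean of all tested compounds plus 3 SD, set per campaign, cut at about 35% in these data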;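 further: 0% = DMSO wells and 100% = thioflavine S control wells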
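Control set: DMSO versus 110 µM thioflavine S; Material: NS3 helicase fragment of HCV; Measured by: Cy5 fluorescence at 0 and 60 min, beacon hairpin quenching; Read-out basis: percent inhibition from t60/t0 fluorescence ratio; Times: reaction time 60 min, 25 °C; Repeats: single replicate; Compound dosing: single dose, 10.9 µM nominal final, DMSO 0.8% final.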
MEKK3 PB1 HTS: modulators of MEKK3-MEK5 PB1 binding, primary screen, biochemical, wildtype MEKK3, multiplex bead flow cytometry, Alexa488-MEK5; Mitogen-activated protein kinase kinase kinase 3 (Homo sapiens), Q99759; bead-based flow cytometry, Alexa488-MEK5 binding to MEKK3; actives lie on both sides; 0 = blocked by unlabeled MEK5, 100 = vehicle; binding response (% of control), % at 10 µM; actives 1.4% (n = 290,000);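 active means binding response more than 3 SD above or below the average of its plate-row segment, actives on both sides; inconclusive means wells at one plate position flagged as instrument error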;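 further: Alexa488 bead fluorescence after subtracting the streptavidin-only scavenger bead signal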
Target sequence (Q99759 whole entry, looked up): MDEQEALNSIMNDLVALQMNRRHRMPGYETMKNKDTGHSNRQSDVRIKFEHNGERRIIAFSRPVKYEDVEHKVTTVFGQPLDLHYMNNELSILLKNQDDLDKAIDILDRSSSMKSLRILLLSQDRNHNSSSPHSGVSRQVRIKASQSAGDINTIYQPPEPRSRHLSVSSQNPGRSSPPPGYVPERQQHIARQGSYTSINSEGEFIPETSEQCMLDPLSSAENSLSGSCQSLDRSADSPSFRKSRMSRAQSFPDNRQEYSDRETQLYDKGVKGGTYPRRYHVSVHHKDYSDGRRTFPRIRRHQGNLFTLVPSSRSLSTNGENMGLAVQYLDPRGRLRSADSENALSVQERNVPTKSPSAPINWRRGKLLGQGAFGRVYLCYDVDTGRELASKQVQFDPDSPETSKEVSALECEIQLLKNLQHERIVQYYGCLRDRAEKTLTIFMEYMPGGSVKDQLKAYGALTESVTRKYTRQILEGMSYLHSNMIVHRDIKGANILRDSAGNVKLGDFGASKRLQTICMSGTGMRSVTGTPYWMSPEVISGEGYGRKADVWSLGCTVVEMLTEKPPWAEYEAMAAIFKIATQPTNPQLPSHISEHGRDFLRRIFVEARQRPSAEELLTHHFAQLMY
MEKK2mut PB1 HTS: MEK5 binding signal on mutant MEKK2 PB1, primary screen, biochemical, multiplex bead flow cytometry, Alexa488-MEK5. actives 0.35% (n = 290,000). Alexa488-MEK5 binding to MEKK2 mutant. AID 1530, 2009. percent response, % at 10 µM; in the data active means percent response above about 24%, passing the limit was not always enough; further: inactives centre near 1; some results filed as inactive read as strong as hits
CRFR2-BP ag: agonists of CRF-BP/CRF-R2 complex, primary screen, cell-based, HEK293, calcium dye fluorescence, uHTS | actives 0.46% (n = 350,000) | AID 588473, 2011 | calcium dye fluorescence (FLIPR); percent of saturating CRF peptide response | activation, % at 13.2 µM | CRF-binding protein / CRF receptor 2 complex (human);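 active means activation of at least 50%, plus an integration ratio under a set limit after plate pattern correction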;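 further: plate controls were neutral control wells without compound for no effect and CRF at EC100 for full effect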
MEKK2 WT-MEK5: modulators of MEK5 binding to wildtype MEKK2, primary screen, biochemical, multiplex bead flow cytometry, Alexa488-MEK5 | Alexa488-MEK5 binding to MEKK2 WT; actives lie on both sides | binding response (% of control), % at 10 µM | actives 1.1% (n = 290,000) | AID 1531, 2009; in the data active means binding response below about 67% or above about 130%; inconclusive means no clear call, values can overlap the other calls; inactive means in between
DNA FID counter: compounds displacing fluorescent DNA intercalator, primary screen, artefact control for HCV NS3 helicase inhibitor project, biochemical, FID fluorescence. inhibition, % at 7.9 µM. AID 1845, 2009. actives 0.17% (n = 290,000). DNA fluorescent intercalator displacement; in the data active means inhibition above about 37%;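 further: 0% = vehicle and 100% = reference compound; higher means more ethidium bromide displaced from hairpin DNA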
Numbers without * were called inactive; ? = inconclusive; . = not tested or not shown. Not all compounds are listed; the hit share may differ from the screen's.

SMILES | GalR3 antag | CRFBP-R2 block | SUMO HTRF inh | NS3 helicase inh | MEKK3 PB1 HTS | MEKK2mut PB1 HTS | CRFR2-BP ag | MEKK2 WT-MEK5 | DNA FID counter
COC(=O)c1cnc(Oc2ccc(NC(=O)NC(=O)c3ccccc3Cl)cc2)cc1C(F)(F)F | 4 | 10 | 25 | 4 | 94 | -5 | 0.8 | 92 | -2
C=C(C(=O)c1ccccc1)C(c1ccccc1)C(C)C(=O)c1ccccc1 (centres undefined) | 0 | 22 | -8 | 8 | 101 | 13 | -0.6 | 104 | 1
Cc1ccc(C)c(C(=O)N2CCC(n3nccc3NC(=O)C3CC3)CC2)c1 | 4 | 10 | -2 | 3 | 106 | 9 | 1.9 | 112 | -11
Cc1ccc(N2C(=O)CC(c3c[nH]c4ccccc34)C2=O)cc1 (centres undefined) | 2 | 39 | -1 | 10 | 96 | -1 | -0.4 | 96 | 10
CCCc1ncc(C(O)c2ccccc2OC)n1C (centres undefined) | 2 | 0 | 0 | 2 | 101 | 1 | 6.0 | 103 | 1
CCCCCCCCOC(=O)c1nc(Cl)c(Cl)c(N)c1Cl | 4 | 4 | -22 | -5 | 102 | 2 | 2.1 | 93 | -3
COc1ccccc1OCC(=O)Nc1cccc(-c2nc3ccccc3o2)c1 | 2 | 7 | 19 | -13 | 107 | 7 | -0.2 | 109 | -13
CCOC(=O)c1cnc2nc(SC)nn2c1N | -3 | -7 | 7 | 1 | 103 | -11 | 0.8 | 97 | 5
O=C(c1ccc(F)cc1)N1CCCC(C(=O)N2CCc3ccccc3C2)C1 (centres undefined) | 2 | -5 | 24 | 9 | 102 | 3 | 0.0 | 107 | -27
O=C(Nc1ccc2c(c1)CCCN2C(=O)c1ccccc1)c1ccccc1Br | 0 | 2 | 9 | 15 | 95 | -3 | 0.7 | 95 | -39
CCc1cc(=O)oc2c(C)c(OCC(=O)NCCN3CCOCC3)ccc12 | 4 | -5 | 11 | 11 | 99 | -5 | 0.6 | 101 | -11
Cc1cc(OCC(=O)NCCc2cccc(F)c2)c2c(C)cc(=O)oc2c1 | 1 | -3 | 10 | 8 | 99 | -1 | -0.1 | 93 | -20
O=C(NCc1ccc(Cl)cc1)c1ccc(-n2cccn2)nc1 | 3 | 18 | 14 | -6 | 109 | -1 | -0.4 | 99 | -22
N#CCc1nc2c3c4c(sc3ncn2n1)CCCC4 | -3 | 23 | 1 | 0 | . | . | -1.3 | . | -7
COc1ccccc1CC(NC(C)=O)C(=O)NC1CCN(C(=O)c2ccc(C)cc2)CC1 (centres undefined) | -8 | -9 | 19 | 9 | 100 | 0 | 0.2 | 96 | -37
O=C(CNC(=S)N(Cc1ccccc1F)C1CCCCC1)NC1CC1 | -6 | -15 | 13 | -1 | ? | -18 | 0.1 | ? | -32
O=C(CSCc1ccccc1Cl)NNC(=S)Nc1ccccc1 | -3 | -38 | -158 | 1 | 98 | 2 | 4.8 | 93 | -20
CC(C)CCN1C(=O)c2ccc(-c3nc4ccccc4c(=O)o3)cc2C1=O | -10 | -12 | 2 | 14 | 99 | 1 | -0.8 | 98 | -12
S=C(Nc1cccc(Cl)c1)Nc1ccc2c(c1)OCCO2 | 2 | 14 | -15 | 15 | 97 | -7 | 0.5 | 95 | -10
COCCN(CCOC)S(=O)(=O)c1ccc(C(=O)Nc2ccncc2)cc1 | -1 | 16 | -2 | 3 | 97 | -3 | 0.6 | 98 | -2

Reformatted with tabs: entries from further up.
molecule	GalR3 antag	CRFBP-R2 block	SUMO HTRF inh	NS3 helicase inh	MEKK3 PB1 HTS	MEKK2mut PB1 HTS	CRFR2-BP ag	MEKK2 WT-MEK5	DNA FID counter
CCCCCCCCOC(=O)c1nc(Cl)c(Cl)c(N)c1Cl	4	4	-22	-5	102	2	2.1	93	-3
CCOC(=O)c1cnc2nc(SC)nn2c1N	-3	-7	7	1	103	-11	0.8	97	5

Compounds shown so far containing an aryl methoxy group:
SMILES | GalR3 antag | CRFBP-R2 block | SUMO HTRF inh | NS3 helicase inh | MEKK3 PB1 HTS | MEKK2mut PB1 HTS | CRFR2-BP ag | MEKK2 WT-MEK5 | DNA FID counter
CCCc1ncc(C(O)c2ccccc2OC)n1C (centres undefined) | 2 | 0 | 0 | 2 | 101 | 1 | 6.0 | 103 | 1
COc1ccccc1OCC(=O)Nc1cccc(-c2nc3ccccc3o2)c1 | 2 | 7 | 19 | -13 | 107 | 7 | -0.2 | 109 | -13
COc1ccccc1CC(NC(C)=O)C(=O)NC1CCN(C(=O)c2ccc(C)cc2)CC1 (centres undefined) | -8 | -9 | 19 | 9 | 100 | 0 | 0.2 | 96 | -37

(cont.)
SMILES | GalR3 antag | CRFBP-R2 block | SUMO HTRF inh | NS3 helicase inh | MEKK3 PB1 HTS | MEKK2mut PB1 HTS | CRFR2-BP ag | MEKK2 WT-MEK5 | DNA FID counter
O=P(O)(O)CP(=O)(O)O | . | . | 14 | -3 | 95 | 0 | . | 97 | -2
O=C(NCCCN1CCCC1=O)c1ccc2c(c1)ncn2C1CCCCC1 | 0 | 3 | 4 | 22 | 108 | -3 | -0.1 | 99 | -36
COC(=O)[C@H](CC(C)C)NC(=O)NC1CCCCC1C (some centres undefined) | -4 | 18 | 4 | 12 | 98 | 1 | 1.0 | 105 | -5
O=C1NC(=S)S/C1=C\c1coc2ccccc2c1=O | -1 | -13 | 19 | 17 | 104 | -4 | 1.1 | 95 | -11
O=C(CC1CCCC1)Nc1nc2ccccc2[nH]1 | 3 | -30 | 2 | 2 | 101 | 3 | -3.4 | 100 | -3
O=S(=O)(NCc1cccnc1)c1cccn1-c1ncc(C(F)(F)F)cc1Cl | -1 | 0 | -8 | -6 | 105 | -4 | -1.1 | 99 | -11
COc1ccc(C2=[N+](C)CCn3cccc32)c(OC)c1 | -6 | -16 | 14 | 3 | 83 | -4 | 4.5 | 73 | 4
Clc1ccccc1Nc1nnc(-c2ccncc2)s1 | -3 | -19 | 22 | 6 | 103 | 0 | 0.0 | 102 | -7
Cc1ccccc1Cn1cc(/C=N/n2cnnc2)c2ccccc21 | -5 | -3 | 4 | -3 | 94 | 2 | -3.3 | 102 | -15
COc1ccccc1/C=C/C=N/N1CCN(Cc2cccc3ccccc23)CC1 | -4 | 24 | -18 | -21 | . | . | 1.2 | . | -7
COc1ccccc1/C=C/C(=O)OCCN1CCOCC1 | -3 | 3 | -10 | -3 | 88 | -1 | -0.1 | 101 | -3
COc1ccc(C(=O)c2c(-c3ccc(OC)cc3)oc3ccc(-c4cc(OC)c(OC)c(OC)c4)cc23)cc1 | 1 | -8 | . | . | 101 | -4 | 3.4 | 94 | .
O=C(N/N=C\c1ccc(Cl)cc1)c1sccc1-n1cccc1 | -1 | 11 | -18 | -6 | 98 | 5 | -1.5 | 97 | -9
Cc1c(NC(=O)c2noc(C(C)C)c2[N+](=O)[O-])c(=O)n(-c2ccccc2)n1C | 1 | 0 | 2 | -3 | 105 | 13 | 0.2 | 107 | -6
CC(=O)c1ccc(OCC(=O)N2CCCC(Nc3ccc(C)c(C)c3)C2)cc1 (centres undefined) | -1 | 3 | -13 | 7 | 99 | 9 | -0.3 | 96 | -31
CC(=O)c1cn(CC(=O)Nc2ccccc2)c2ccccc12 | -9 | -8 | 10 | 0 | 98 | 0 | -3.5 | 102 | -1
N#CCSc1nnc(-c2cccnc2)n1-c1ccccc1 | -3 | 16 | -3 | -9 | 107 | 3 | 1.1 | 107 | -3
CCOc1ccc2oc(C(=O)NCc3nc4ccccc4[nH]3)c(C)c2c1 | -3 | -10 | 7 | -7 | 103 | -3 | -0.5 | 100 | -12
S=c1[nH]nc([C@@H]2C[C@H]2c2ccccc2)n1-c1ccccc1 | 1 | -42 | 7 | 2 | 125 | 1 | -1.2 | 106 | -17
O=C(CSc1nc2[nH]c(=O)cc(O)c2s1)Nc1cc(Cl)cc(Cl)c1 | -6 | 2 | -3 | 27 | 101 | 1 | 0.0 | 100 | -9
Cc1noc(C)c1COC(=O)CCc1nc2ccccc2s1 | 3 | 5 | 18 | -5 | 130* | 8 | -1.9 | 127 | -2
COCCNC(=O)COC(=O)/C=C/c1c(C)nn(Cc2ccc(Cl)cc2Cl)c1Cl | -7 | 1 | 5 | -1 | 102 | 2 | 0.9 | 100 | -12
CC1CC(CC(C)C(=O)Nc2nncs2)C(=O)O1 (centres undefined) | -8 | 2 | 0 | 1 | 101 | 4 | -0.5 | 103 | 0
Brc1csc(C=Nc2ccc3c(c2)OCCOCCOCCOCCO3)c1 | 0 | -1 | -9 | -3 | 88 | -4 | -1.4 | 93 | 1
CC(=O)Nc1ccc(NC(=O)CSc2nnc(CC(C)O)n2-c2ccccc2)cc1 (centres undefined) | 1 | 5 | -10 | 2 | 104 | 11 | -0.1 | 107 | -16
CC(C)OCC(O)CCc1n[nH]c(=S)n1-c1ccccc1 (centres undefined) | -6 | -12 | -9 | 3 | 107 | -1 | 2.1 | 103 | -7
O=C(Nc1nc2c(ccc3ccccc32)s1)c1cc([N+](=O)[O-])ccc1N1CCOCC1 | . | . | -4 | -7 | 93 | -3 | . | 93 | 4
O=C(NNC(=O)c1sccc1-n1cccc1)Nc1ccccc1 | -6 | -7 | 1 | -12 | 107 | -1 | -1.0 | 107 | -5
O=C(CCc1nnc2ccc(NCc3ccccc3Cl)nn12)NC1CCCCC1 | -10 | 19 | 6 | 8 | 102 | 2 | 1.6 | 97 | -36
Cc1ccc(NC(=O)n2ccc(-c3ccc(-n4ccnc4)cc3)n2)cc1 | -3 | 15 | -2 | 2 | 90 | -14 | -0.7 | 81 | 9
Cc1ccc(C(=O)Nc2ccc3cn[nH]c3c2)cc1S(=O)(=O)N1CCOCC1 | -7 | 5 | 1 | -4 | 102 | -2 | -0.3 | 97 | -15
CCCc1noc2c1/C(=N\O)CC(c1ccccc1)C2 (centres undefined) | -4 | 1 | 14 | 1 | 104 | 4 | -1.5 | 104 | -7
N/C(=N\N=C\c1ccco1)SC1CC(=O)N(c2ccc(C(=O)O)cc2)C1=O (centres undefined) | -4 | 5 | 12 | 6 | 135* | 5 | 0.3 | 123 | -3
COc1cccc2c(=O)n(CC(=O)Nc3ccc(F)cc3F)ccc12 | 4 | 6 | -23 | 2 | 113 | 11 | -0.7 | 117 | -4
CCOC(=O)CN(C(=O)CNC(=O)c1cccs1)C(C(=O)NC1CCCC1)c1ccncc1 (centres undefined) | -3 | -3 | 8 | 3 | 104 | -4 | -0.9 | 100 | -6
CCn1c(CNc2ccc(Cl)cc2)nnc1SCC#N | -3 | 1 | 16 | 2 | 96 | -9 | 0.3 | 92 | -2
CCOC(=O)c1cc2c(n(-c3ccccc3)c1=O)CC(C)(C)CC2=O | -9 | 4 | -2 | 1 | 107 | 5 | -0.6 | 107 | -14
CC1CCCN(S(=O)(=O)c2ccc(-c3ccc(=O)[nH]n3)o2)C1 (centres undefined) | 2 | -2 | 7 | 5 | 95 | -2 | 0.3 | 92 | -5
